DSG3 Ab inh = inhibitors of pemphigus antibody binding to human desmoglein-3. P32926. DSG3-coupled beads, scFv-anti-DSG3-GFP binding, flow cytometry; hits give low values. binding (percent of control), % at 10 µM. hit rate 0.48% among 310,000. AID 588358;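 active means binding more than 3 SD below its plate's average and above zero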;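 further: hits lower antibody fragment binding to DSG3; some compounds called inactive have numbers as strong as hits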
Target sequence (P32926 whole entry, looked up, the tested form may be a part): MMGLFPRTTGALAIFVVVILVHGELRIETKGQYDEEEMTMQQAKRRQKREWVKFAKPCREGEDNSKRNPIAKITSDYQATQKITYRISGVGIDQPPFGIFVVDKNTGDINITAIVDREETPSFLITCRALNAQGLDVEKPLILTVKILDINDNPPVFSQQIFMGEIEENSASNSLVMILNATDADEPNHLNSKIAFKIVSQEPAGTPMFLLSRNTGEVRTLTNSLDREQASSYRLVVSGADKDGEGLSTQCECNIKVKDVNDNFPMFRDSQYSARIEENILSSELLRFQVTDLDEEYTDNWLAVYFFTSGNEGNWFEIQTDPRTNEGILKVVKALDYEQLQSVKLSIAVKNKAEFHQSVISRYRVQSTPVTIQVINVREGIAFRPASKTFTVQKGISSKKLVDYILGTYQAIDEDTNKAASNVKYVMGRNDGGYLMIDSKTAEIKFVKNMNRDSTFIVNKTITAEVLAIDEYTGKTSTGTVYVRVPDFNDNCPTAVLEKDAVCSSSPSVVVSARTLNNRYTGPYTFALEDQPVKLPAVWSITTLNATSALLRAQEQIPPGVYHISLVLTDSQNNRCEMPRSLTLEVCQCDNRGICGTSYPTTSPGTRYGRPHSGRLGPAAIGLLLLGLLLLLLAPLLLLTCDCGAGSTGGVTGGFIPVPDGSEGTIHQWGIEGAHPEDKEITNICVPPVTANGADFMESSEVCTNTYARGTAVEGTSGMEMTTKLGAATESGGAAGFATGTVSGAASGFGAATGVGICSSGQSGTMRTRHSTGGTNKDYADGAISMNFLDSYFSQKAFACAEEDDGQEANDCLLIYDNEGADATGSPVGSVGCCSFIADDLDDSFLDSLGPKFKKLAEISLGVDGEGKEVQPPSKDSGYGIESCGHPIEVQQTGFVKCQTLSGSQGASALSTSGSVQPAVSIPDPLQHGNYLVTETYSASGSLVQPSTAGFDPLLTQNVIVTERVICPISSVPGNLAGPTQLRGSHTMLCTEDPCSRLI
MOR-DOR ag = OPRM1-OPRD1 heterodimerization agonism | hit rate 0.3% among 340,000 | activation, % at 9.3 µM | AID 504326 | cells, luminescence | P35372+P41143; in the data active means activation above about 18%;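 further: 0% = vehicle-treated cells and 100% = reference agonist; values of inactives mirror those of a sister screen read the other way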
HTR5A inv ctr = counter-screen for OPRM1-OPRD1 inverse agonists: human HTR5A inverse agonism; hit rate 0.083% among 340,000; HTR5A cell line, luminescence; inhibition, % at 9.3 µM; P47898; AID 504634; in the data active means inhibition mostly above about 23%, no sharp cut-off; inactive means mostly below about 18%;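 further: 0% = cells with DMSO and 100% = no-cell wells with DMSO; some compounds called inactive have numbers as strong as hits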
MOR-DOR inv ag = inverse agonist of human OPRM1-OPRD1 heterodimerization; P35372+P41143; cell-based MOR-DOR heterodimer luminescence, inverse agonism; inhibition, % at 9.3 µM; hit rate 0.21% among 340,000; AID 504357; in the data active means inhibition above about 22%, passing the limit was not always enough;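 further: 0% = cells with DMSO and 100% = wells without cells with DMSO; values of inactives mirror those of a sister screen read the other way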
DAGLB inhibitor = diacylglycerol lipase beta (human) inhibition. Q8NCG7. HEK293T DAGLB membrane lysate, EnzChek fluorogenic substrate. inhibition, % at 5.17 µM. hit rate 0.059% among 340,000. AID 504411; in the data active means inhibition above about 34%;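 further: 0% = enzyme with vehicle and 100% = wells lacking enzyme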
PKA-R1A act = activates the PKA-R1A holoenzyme complex; P00514+P68181; activation, % at 11.4 µM; hit rate 0.083% among 340,000; AID 504707; PKA-R1A dissociation, Cy5-IP20 fluorescence polarization; scaled: DMSO 0%, 113 µM cGMP 100%;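 active means percent activation above the mean of all tested compounds plus 3 SD, cut at about 19% in these data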;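 further: higher means more PKAc released from R1A so a rise in polarization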
V-ATPase pH = regulators of yeast V-ATPase proton transport; S. cerevisiae, pHLuorin cytosolic pH fluorescence; response, % at 10 µM; hit rate 0.37% among 350,000; AID 504577; in the data active means response mostly above about 7.3%, no sharp cut-off; inactive means mostly below about 5.4%; further: actives read high; inactives centre near 0; some compounds called inactive have numbers as strong as hits; reference of the scale not given here
PKA-R2B act = activators of human PKA-R2B complex; hit rate 0.079% among 340,000; PKA-R2B holoenzyme dissociation, Cy5-IP20 fluorescence polarization; R2B truncated from residue 108, S112A mutant; 0% DMSO only, 100% 113 µM cGMP; P22694+P31323; activation, % at 11.4 µM;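 active means activation above a cutoff set at the mean over all compounds plus 3 SD, cut at about 18% in these data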;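 further: higher means more holoenzyme dissociation and a rise in polarization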
HTR5A ag ctr = HTR5A agonism, opioid heterodimer counter-screen; P47898; HTR5A agonist assay, luminescence, cell-based; activation, % at 9.3 µM; hit rate 0.61% among 340,000; in the data active means activation mostly above about 9.5%, no sharp cut-off; inactive means mostly below about 7.6%;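 further: 0% = cells with vehicle only and 100% = reference agonist; strong numbers were not always called active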
Arr AP2 block = inhibitors of human beta-arrestin and AP2 interaction; FITC-arrestin peptide / GST-AP2 beads, flow cytometry; AP2 beta2 appendage carries R879A mutation; inhibition, % at 10 µM; hit rate 0.31% among 340,000;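 active means inhibition above a set limit, near 3 SD of compounds lacking own fluorescence, cut at about 54% in these data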;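 further: plate controls were DMSO wells for no effect and 5 µM unlabelled arrestin peptide for full effect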
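System: GST-tagged AP2 beta2-adaptin appendage (R879A) on 4 µm glutathione beads / Reagent: FITC-arrestin peptide, 50 nM / Detection: HyperCyt-sampled flow cytometry, FL1 channel, ex 488/em 535 nm / Timing: 12 min plus 1 h, RT / Buffer or medium: PBS plus Tween 20 (0.05%) and BSA (0.1%)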
Starred values were filed as active, the others as inactive.

What do the screens show for `Cc1c(C(=O)NCC2CCCO2)cccc1[N+](=O)[O-]` (configuration not stated)?
DSG3 Ab inh: 80; MOR-DOR ag: -2.2; HTR5A inv ctr: -15; MOR-DOR inv ag: 11; DAGLB inhibitor: 0; PKA-R1A act: 5; V-ATPase pH: -6; PKA-R2B act: 4; HTR5A ag ctr: 5; Arr AP2 block: 4

Results for COc1ccc([N+](=O)[O-])c(OC)c1C(=O)Nc1ccc(F)cc1F ?
DSG3 Ab inh: 113; MOR-DOR ag: -0.3; HTR5A inv ctr: 17; MOR-DOR inv ag: 2; DAGLB inhibitor: 0; PKA-R1A act: 0; V-ATPase pH: 1; PKA-R2B act: 11; HTR5A ag ctr: 1; Arr AP2 block: 42

How did CCOC1(OCC)OC(c2ccccc2)=C(C#N)C(C=Cc2ccccc2)C1(OCC)OCC (configuration not stated) do in these assays?
DSG3 Ab inh: 106; DAGLB inhibitor: -38; PKA-R1A act: 6; V-ATPase pH: -1; PKA-R2B act: -3

How did Cc1ccc(CNC(=O)c2ccc[nH]2)cc1 do in these assays?
DSG3 Ab inh: 96; MOR-DOR ag: -3.4; HTR5A inv ctr: -7; MOR-DOR inv ag: 16; DAGLB inhibitor: -1; PKA-R1A act: -10; V-ATPase pH: 0; PKA-R2B act: 0; HTR5A ag ctr: 3; Arr AP2 block: -21

What do the screens show for `O=C(NCc1cccs1)C1CC1`?
DSG3 Ab inh: 105; MOR-DOR ag: 0.2; HTR5A inv ctr: 6; MOR-DOR inv ag: -1; DAGLB inhibitor: 0; PKA-R1A act: -1; V-ATPase pH: 2; PKA-R2B act: 6; HTR5A ag ctr: -2; Arr AP2 block: 0

How did CCCCN1C(=O)CC(Sc2ncccc2C(=O)O)C1=O (configuration not stated) do in these assays?
MOR-DOR ag: 0.5; HTR5A inv ctr: -34; MOR-DOR inv ag: -3; DAGLB inhibitor: -3; PKA-R1A act: -6; V-ATPase pH: -4; PKA-R2B act: -13; HTR5A ag ctr: 1; Arr AP2 block: 23

How did CN1CCN(S(=O)(=O)c2cccc(C(=O)Oc3ccc(C(C)(C)C)cc3)c2)CC1 do in these assays?
DSG3 Ab inh: 100; MOR-DOR ag: -1.7; HTR5A inv ctr: 10; MOR-DOR inv ag: 9; DAGLB inhibitor: -5; PKA-R1A act: 2; V-ATPase pH: 1; PKA-R2B act: -12; HTR5A ag ctr: -4; Arr AP2 block: 22

How did N=C1C(c2nc3ccccc3c(=O)[nH]2)=C(O)CN1CCO do in these assays?
DSG3 Ab inh: 98; MOR-DOR ag: 0.3; HTR5A inv ctr: -14; MOR-DOR inv ag: -2; DAGLB inhibitor: 0; PKA-R1A act: 8; V-ATPase pH: -1; PKA-R2B act: 10; HTR5A ag ctr: -2; Arr AP2 block: 0

How did Cc1nn(-c2ccc(F)cc2)c(Cl)c1/C=C(\CC(=O)O)c1nc2ccccc2s1 do in these assays?
DSG3 Ab inh: 97; MOR-DOR ag: -2.0; HTR5A inv ctr: 23; MOR-DOR inv ag: 11; DAGLB inhibitor: 4; PKA-R1A act: -3; V-ATPase pH: 1; PKA-R2B act: -3; HTR5A ag ctr: 0; Arr AP2 block: 6

How did O=C(O)CC(CC(=O)Nc1ccc(Oc2ccccc2)cc1)c1ccccc1 (configuration not stated) do in these assays?
DSG3 Ab inh: 107; MOR-DOR ag: 0.2; HTR5A inv ctr: 11; MOR-DOR inv ag: -1; DAGLB inhibitor: 4; PKA-R1A act: 6; V-ATPase pH: 0; PKA-R2B act: -1; HTR5A ag ctr: 1; Arr AP2 block: 2

Results for O=C(CCl)N=c1sccn1Cc1ccccc1Cl ?
DSG3 Ab inh: 91; MOR-DOR ag: 66*; HTR5A inv ctr: -252; MOR-DOR inv ag: -330; DAGLB inhibitor: -1; PKA-R1A act: -3; V-ATPase pH: 1; PKA-R2B act: -10; HTR5A ag ctr: 85*; Arr AP2 block: -1

Results for Brc1ccc(OCc2ccccc2)c(CNCC2CCCO2)c1 (configuration not stated) ?
DSG3 Ab inh: 100; MOR-DOR ag: -3.2; HTR5A inv ctr: -7; MOR-DOR inv ag: 15; DAGLB inhibitor: 2; PKA-R1A act: 1; V-ATPase pH: -3; PKA-R2B act: -6; HTR5A ag ctr: 3; Arr AP2 block: -8

Reprinted from the part before: three compounds, then new ones.
How did O=C(O)CC(CC(=O)Nc1ccc(Oc2ccccc2)cc1)c1ccccc1 (configuration not stated) do in these assays?
DSG3 Ab inh: 107; MOR-DOR ag: 0.2; HTR5A inv ctr: 11; MOR-DOR inv ag: -1; DAGLB inhibitor: 4; PKA-R1A act: 6; V-ATPase pH: 0; PKA-R2B act: -1; HTR5A ag ctr: 1; Arr AP2 block: 2

Results for O=C(CCl)N=c1sccn1Cc1ccccc1Cl ?
DSG3 Ab inh: 91; MOR-DOR ag: 66*; HTR5A inv ctr: -252; MOR-DOR inv ag: -330; DAGLB inhibitor: -1; PKA-R1A act: -3; V-ATPase pH: 1; PKA-R2B act: -10; HTR5A ag ctr: 85*; Arr AP2 block: -1

Results for Brc1ccc(OCc2ccccc2)c(CNCC2CCCO2)c1 (configuration not stated) ?
DSG3 Ab inh: 100; MOR-DOR ag: -3.2; HTR5A inv ctr: -7; MOR-DOR inv ag: 15; DAGLB inhibitor: 2; PKA-R1A act: 1; V-ATPase pH: -3; PKA-R2B act: -6; HTR5A ag ctr: 3; Arr AP2 block: -8

How did Cc1ccc(NC(=O)c2ccc(NCC3CCCO3)c([N+](=O)[O-])c2)cc1Cl (configuration not stated) do in these assays?
DSG3 Ab inh: 109; MOR-DOR ag: -2.1; HTR5A inv ctr: -3; MOR-DOR inv ag: 10; DAGLB inhibitor: 1; PKA-R1A act: 2; V-ATPase pH: -5; PKA-R2B act: 10; HTR5A ag ctr: 1; Arr AP2 block: -6

What do the screens show for `COc1cccc(C(=O)Nc2cc(-c3cn4cccnc4n3)ccc2C)c1`?
DSG3 Ab inh: 103; MOR-DOR ag: -1.5; HTR5A inv ctr: 14; MOR-DOR inv ag: 8; DAGLB inhibitor: -1; PKA-R1A act: -15; V-ATPase pH: 0; PKA-R2B act: 2; HTR5A ag ctr: -3; Arr AP2 block: 9

Results for COCCn1nnnc1CN(CCc1ccccc1)Cc1cc2cc(OC)ccc2[nH]c1=O ?
DSG3 Ab inh: 97; MOR-DOR ag: 0.4; HTR5A inv ctr: -1; MOR-DOR inv ag: -2; DAGLB inhibitor: 0; PKA-R1A act: -12; V-ATPase pH: -4; PKA-R2B act: 2; HTR5A ag ctr: -1; Arr AP2 block: 22

What do the screens show for `CCCc1nc(SCC(=O)Nc2nc3c(s2)CCCC3)c2ccccc2n1`?
DSG3 Ab inh: 101; MOR-DOR ag: 5.1; HTR5A inv ctr: -10; MOR-DOR inv ag: -29; DAGLB inhibitor: -8; PKA-R1A act: -4; V-ATPase pH: -3; PKA-R2B act: -10; HTR5A ag ctr: 5; Arr AP2 block: 5

Results for CCOC(=O)c1ccc2c(c1)nc(SCC(=O)c1cc3ccccc3o1)n2CC ?
DSG3 Ab inh: 102; MOR-DOR ag: -1.1; HTR5A inv ctr: 3; MOR-DOR inv ag: 7; DAGLB inhibitor: -6; PKA-R1A act: 5; V-ATPase pH: 2; PKA-R2B act: -8; HTR5A ag ctr: -1; Arr AP2 block: 5

Results for CCOc1cc(N2CCOCC2)c(OCC)cc1NC(=O)CN1C(=O)NC2(CCCCC2)C1=O ?
DSG3 Ab inh: 95; MOR-DOR ag: 0.8; HTR5A inv ctr: -2; MOR-DOR inv ag: -3; DAGLB inhibitor: -1; PKA-R1A act: 5; V-ATPase pH: 0; PKA-R2B act: 3; HTR5A ag ctr: 0; Arr AP2 block: 7

Results for O=C(N/N=C\c1c(O)ccc2ccccc12)c1ccc(S(=O)(=O)N2CCCCC2)cc1 ?
DSG3 Ab inh: 96; MOR-DOR ag: 0.3; HTR5A inv ctr: 21; MOR-DOR inv ag: -2; DAGLB inhibitor: 3; PKA-R1A act: 0; V-ATPase pH: -1; PKA-R2B act: 2; HTR5A ag ctr: -8; Arr AP2 block: -5

Results for CCN(C(=O)c1c(OC)cccc1OC)c1nnc(-c2cccnc2)s1 ?
DSG3 Ab inh: 103; MOR-DOR ag: -1.5; HTR5A inv ctr: -15; MOR-DOR inv ag: 8; DAGLB inhibitor: 2; PKA-R1A act: 7; V-ATPase pH: -2; PKA-R2B act: -14; HTR5A ag ctr: -2; Arr AP2 block: -8

Results for Cc1cc(NC(=O)c2cc(F)c(F)cc2Cl)no1 ?
DSG3 Ab inh: 95; MOR-DOR ag: -0.8; HTR5A inv ctr: -14; MOR-DOR inv ag: 5; DAGLB inhibitor: -2; PKA-R1A act: -8; V-ATPase pH: 5; PKA-R2B act: -3; HTR5A ag ctr: -2; Arr AP2 block: -6

How did CCCCn1c(CN2CCN(c3ccc(F)cc3)CC2)nc2c1c(=O)n(C)c(=O)n2C do in these assays?
DSG3 Ab inh: 112; MOR-DOR ag: -0.8; HTR5A inv ctr: -21; MOR-DOR inv ag: 5; DAGLB inhibitor: 2; PKA-R1A act: -7; V-ATPase pH: 2; PKA-R2B act: 3; HTR5A ag ctr: 6; Arr AP2 block: 0

What do the screens show for `Cn1cc(S(=O)(=O)N2CCOCC2)cc1C(=O)Nc1cccc(Cl)c1`?
DSG3 Ab inh: 101; MOR-DOR ag: -0.7; HTR5A inv ctr: -12; MOR-DOR inv ag: 4; DAGLB inhibitor: -3; PKA-R1A act: -17; V-ATPase pH: -5; PKA-R2B act: -9; HTR5A ag ctr: 4; Arr AP2 block: 23

How did O=C(Nc1cccnc1Oc1ccc(Cl)cc1)c1cccc2ccccc12 do in these assays?
MOR-DOR ag: 1.8; HTR5A inv ctr: -23; MOR-DOR inv ag: -9; DAGLB inhibitor: -6; PKA-R1A act: -2; V-ATPase pH: 0; PKA-R2B act: 12; HTR5A ag ctr: 3; Arr AP2 block: 11

How did CCN(CC)S(=O)(=O)c1ccc(N2CCCC2)c(NC(=O)C2=NN(c3ccccc3)C(=O)CC2)c1 do in these assays?
MOR-DOR ag: -2.1; HTR5A inv ctr: 0; MOR-DOR inv ag: 8; DAGLB inhibitor: 2; PKA-R1A act: -13; V-ATPase pH: -2; PKA-R2B act: -3; HTR5A ag ctr: 0; Arr AP2 block: 1

How did O=C(Cn1cnc(S(=O)(=O)N2CCCCC2)c1)N1CCN(c2ccc([N+](=O)[O-])cc2)CC1 do in these assays?
DSG3 Ab inh: 99; MOR-DOR ag: -4.1; HTR5A inv ctr: -4; MOR-DOR inv ag: 21; DAGLB inhibitor: 1; PKA-R1A act: -9; V-ATPase pH: -3; PKA-R2B act: -6; HTR5A ag ctr: -2; Arr AP2 block: 5

How did O=S(=O)(c1ccc(-c2ccon2)s1)N1CCN(c2ccccn2)CC1 do in these assays?
DSG3 Ab inh: 107; MOR-DOR ag: -1.4; HTR5A inv ctr: 7; MOR-DOR inv ag: 7; DAGLB inhibitor: 0; PKA-R1A act: 7; V-ATPase pH: -2; PKA-R2B act: 9; HTR5A ag ctr: 0; Arr AP2 block: 5
